Screening data from PubChem BioAssay.
NPSR antag = antagonists of human neuropeptide S receptor cAMP signaling. Potency, µM (top dose mostly 38.3 µM), inactives show at the highest dose activity change, negative = inhibition, usual class: inhibitors. 1% of 220,000 active. CHO-NPSR cells, cAMP TR-FRET, antagonist mode; note: potency is the fitted concentration of half-maximal effect; % is set by controls: 0 for no effect and ±100 for the full control effect; nearly all actives have a fitted effect of over 50% in size; many of its hits are not listed in these tables
Target sequence (Q6W5P4 whole entry, looked up): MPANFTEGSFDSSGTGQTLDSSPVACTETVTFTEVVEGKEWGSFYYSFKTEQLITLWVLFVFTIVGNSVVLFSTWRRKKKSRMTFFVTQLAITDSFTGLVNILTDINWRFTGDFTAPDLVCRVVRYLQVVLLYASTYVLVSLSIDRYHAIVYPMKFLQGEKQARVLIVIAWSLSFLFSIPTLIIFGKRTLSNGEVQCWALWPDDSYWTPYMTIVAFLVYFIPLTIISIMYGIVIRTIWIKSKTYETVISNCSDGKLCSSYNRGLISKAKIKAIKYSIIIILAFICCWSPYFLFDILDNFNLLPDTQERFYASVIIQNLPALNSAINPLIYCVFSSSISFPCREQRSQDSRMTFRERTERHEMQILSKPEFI
Luc counter = blocks Kinase-Glo luciferase, a counter-screen artifact | Q27757 | 0.28% of 200,000 active | Kinase-Glo luciferase, ATP luminescence, 8 min | Potency, µM (top dose mostly 38.3 µM), inactives show at the top dose activity change, negative = inhibition, most hits filed as inhibitors; note: potency is the fitted concentration of half-maximal effect; % is set by controls: 0 for no effect and ±100 for the full control effect; nearly all actives have a fitted effect of over 60% in size
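Inhibition of Kinase-Glo luciferase light generation was assessed at 10 uM ATP in pH 7.2 imidazole buffer, with luminescence measured after eight minutes at ambient temperature.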
IMPase Li cell = IMPase inhibition in cells with lithium potentiation; Potency, µM (highest dose often 59.4 µM), for the others: at the top dose activity, negative = IMPase inhibition, usual class: inhibitors; CHO-M1 cells, IP1 TR-FRET (IP-One), carbachol + lithium; 0.35% of 210,000 active;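 note: IP1 builds up when IMPase is blocked and the TR-FRET signal falls; potency is the fitted concentration of half-maximal effect; plate controls were basal vehicle for no effect and high inhibitor control for full effect; nearly all actives have a fitted effect of over 50% in size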
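Lithium-sensitised IP1 accumulation assay; M1-expressing CHO cells treated 30 min at 37C with compound. Competitive antibody detection by time-resolved FRET followed a 10 min room-temperature lysis step.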
Epigenetic derep = derepresses silenced GFP reporter in murine cells; Potency, µM (highest dose often 53.9 µM), for the others: at the top dose GFP activation, usual class: activators; murine LDR cells, GFP reporter derepression, 30 h; 0.2% of 280,000 active; note: potency is the fitted concentration of half-maximal effect; % of control where 0% means no effect; nearly all actives have a fitted effect of over 60% in size
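Derepression of a silenced CMV-GFP reporter in murine LDR cells is scored by enumerating GFP-positive cells with a laser-scanning microplate cytometer after 30 hours of treatment at 37 C.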
CBFb RUNX1 block = CBF-beta/RUNX1 interaction disruption. 230,000 tested, under 10 active. AlphaScreen CBFb-His/RUNX1-biotin binding, biochemical. AID 1477. Potency, µM (highest dose often 59.8 µM), for inactives: top-dose activity, negative = inhibition, hits mostly inhibitors. Q01196+Q13951; note: % of control where 0% means no effect
Target sequence (Q01196 whole entry, looked up): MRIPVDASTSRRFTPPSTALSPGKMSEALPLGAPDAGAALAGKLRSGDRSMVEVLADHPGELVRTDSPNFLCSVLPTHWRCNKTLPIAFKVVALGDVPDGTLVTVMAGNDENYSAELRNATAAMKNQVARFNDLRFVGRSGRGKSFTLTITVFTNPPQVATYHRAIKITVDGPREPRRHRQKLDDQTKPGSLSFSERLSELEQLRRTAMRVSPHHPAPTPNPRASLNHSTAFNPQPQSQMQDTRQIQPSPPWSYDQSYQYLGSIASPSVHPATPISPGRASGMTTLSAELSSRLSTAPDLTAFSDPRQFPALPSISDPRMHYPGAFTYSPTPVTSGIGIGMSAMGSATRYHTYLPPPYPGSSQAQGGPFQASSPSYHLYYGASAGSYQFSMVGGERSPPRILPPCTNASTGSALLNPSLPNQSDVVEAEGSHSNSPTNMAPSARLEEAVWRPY
Target sequence (Q13951 whole entry, looked up): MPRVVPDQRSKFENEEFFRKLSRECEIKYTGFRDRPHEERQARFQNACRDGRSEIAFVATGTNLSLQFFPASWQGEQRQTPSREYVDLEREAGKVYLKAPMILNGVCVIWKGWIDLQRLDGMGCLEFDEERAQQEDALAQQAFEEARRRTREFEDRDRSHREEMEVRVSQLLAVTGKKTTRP
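His-tagged CBF-beta and biotinylated RUNX1 (30 nM each) were premixed 20 min at room temperature, exposed to compound for 15 min, then given nickel-chelate and streptavidin AlphaScreen beads (50 ng each). After 90 min, AlphaScreen signal was read.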
HTT aggregate = reduces HttQ103-GFP aggregates in PC12 cells; PC12 HttQ103-GFP aggregates, Acumen cytometry, 40 h; Potency, µM (top dose mostly 46.1 µM), without a hit: top-dose activity change, negative = inhibition, hits mostly inhibitors; 1.1% of 220,000 active; note: potency is the fitted concentration of half-maximal effect; % is set by controls: 0 for no effect and ±100 for the full control effect; nearly all actives have a fitted effect of over 60% in size
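Huntingtin Q103 exon 1–GFP aggregates in induced PC12 cells (100 nM tebufenozide) were quantified by cytometry from lysates, with compounds dosed in titration.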
Lamin A splicing = LMNA splicing modulation | 0.01% of 200,000 active | HeLa LMNA splicing GFP/RFP minigene ratio, 48 h | Potency, µM (doses to about 46.1 µM), for inactives: at the top dose ratio change, negative = inhibition, actives largely listed as inhibitors; active = well fitted inhibition curve with a large enough effect in the signal ratio, with a control signal flat, not every such curve was filed as active; inconclusive = small, poorly fitted or top-dose-only effect, or effect the other way, or a change in a side signal; the % refers to the signal ratio; note: potency is the fitted concentration of half-maximal effect; % is set by controls: 0 for no effect and ±100 for the full control effect
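S3 HeLa cells stably expressing lamin A-EGFP splicing minigene plus DsRed2, 600 cells/well, 48 h compound exposure at 37C. Laser-scanning cytometry; analysed as GFP (500-530 nm)/RFP (575-640 nm) total intensity ratio; 0.5% DMSO vehicle.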
Active calls of the source: *; ? = inconclusive; / = no result given; & = joins results of further samples; [ ] = remark or other dose. Unless noted, calls come from the whole dose curve; as a rule, active = well fitted curve in the direction sought with a large enough effect; inconclusive = small, poorly fitted or top-dose-only effect, or another doubt; inactive = no such curve, though single readings can be large; an effect the other way counts as inactive or inconclusive. Not all compounds are listed. The share of hits here may be higher or lower than overall.

SMILES,Luc counter,Lamin A splicing,IMPase Li cell,HTT aggregate,Epigenetic derep,NPSR antag,CBFb RUNX1 block
CCCOc1ccc(C(=O)c2nc3c(n2O)CCCC3)cc1,-7%,?,17%[38.3 µM],?,-1.1%,-6%[46.1 µM],-6%
CC(NC(=O)c1csc2ccccc12)C1CCCO1 (configuration not stated),-3%,3%,18%[38.3 µM],28%,0.9%,-12%[46.1 µM],4%
O=C(CN1CCOCC1)Nc1nc2ccc([N+](=O)[O-])cc2s1,-2%,10%[46 µM],7%,/,2.2%,10%,-2%
O=C(NC(Cc1c[nH]c2ccccc12)C(=O)N/N=C/c1ccc(Br)cc1)c1cccs1 (configuration not stated),-1%,18%[46 µM],14%,?,0.8%,-46%,-25%
CNC(=O)c1ccccc1S(=O)c1ccccc1C#N (configuration not stated),4%,5%,6%[38.3 µM],13%,-1.8%,0%[46.1 µM],2%
COC(=O)Cc1c(C(=O)OC)nnn1-c1ccc(OC)cc1,2%,?,?,4%,6.7%,11%,25%
O=C(NC1CCCC1)C(c1cccs1)N(Cc1ccco1)C(=O)Cn1nnc(-c2cccs2)n1 (configuration not stated),-3%,-18%,15%,10%,-3.3%,-4%[46.1 µM],-2%
CCN(CC)C(=O)CN(Cc1ccccc1)S(=O)(=O)c1ccc(F)cc1,23%,1%,24%[38.3 µM],-14%,-1.0%,-20%[46.1 µM],3%
CCn1c(=O)cc(SCC(=O)Nc2cccnc2)c2ccccc21,2%,-22%,-22%[38.3 µM],-1%,-13%,-1%[46.1 µM],3%
COc1ccc(NC(=O)c2sc3cc(C(F)(F)F)cnc3c2-c2cccs2)cc1,0%,7%,?,1%,6.8%,?,-1%
CC(C)N(Cc1ccccc1)C(=S)NCCN1CCOCC1,3%,2%[46 µM],5%,9%,-0.3%,6%,14%
COc1ccc(-n2cccc2C=O)cc1,4%,-10%,4%,4%,1.0%,9%,-1%
COc1cc(/C=C/C(=O)c2cccs2)cc(OC)c1OC,-4%,/,-19%,/,5.1%,/,-2%[21.7 µM]
Cc1c(-c2ccc(Cl)cc2)[n+](=O)c2c(n1[O-])CCCC2,/,/,/,-9%[9.22 µM],0.0%,-5%,3%
Cc1cc(NC(=O)CSc2nnc(-c3ccncc3)n2N)ccc1Br,-1%,3%,-2%[38.3 µM],-13%,-0.1%,3%[46.1 µM],8%
CC1=NNC(=O)C1CCC(=O)N/N=C/c1ccccc1 (configuration not stated),/,/,/,-12%[9.22 µM],-0.9%,12%,9%
Cc1cccc(OCC(=O)NCC(=O)N/N=C/c2cccs2)c1,1%,-10%,0%,5%,-1.6%,6%,14%
O=C(COc1ccc(Br)cc1)c1ccc2c(c1)CCCC2,-5%,-2%,9%[38.3 µM],-27%,0.0%,-29%[46.1 µM],?
Cc1occc1C(=O)N1CCN(Cc2ccccc2)CC1,0%,-5%,-1%[38.3 µM],-2%[9.22 µM],-3.0%,-7%[46.1 µM],2%
O=C(N/N=C/c1cccc(Br)c1)c1ccc(Cn2cc(Br)cn2)o1,-1%,-7%,16%,26%,-1.3%,-36%,6%
COc1ccc(Cl)cc1C(=O)O/N=C(\N)c1ccc(Cl)cc1,5%,-13%,4%,-20%,-1.6%,-12%,14%
COCCOc1ccc(C(F)(F)F)cc1NC(=O)c1ccc(F)cc1,0%,-10%,-7%,5%,-1.1%,-2%,-2%
CN(C)S(=O)(=O)c1ccc(C(=O)OCC(=O)Nc2ccccc2OC(F)F)cc1,0%,5%,13%[38.3 µM],-9%,0.4%,-5%[46.1 µM],6%
O=C(NCCCN1CCOCC1)c1cc2c(s1)CSC2,-4%,0%[0.0737 µM],13%[38.3 µM],15%,0.9%,-2%[46.1 µM],6%
O=C(NCCCN1CCCC1)c1cccc(N2CCCC2=O)c1,2%,-9%,-1%,19%,-2.0%,6%[46.1 µM],4%
O=C(NCCCCc1ccccc1)C1CC(c2cc(C(F)(F)F)cc(C(F)(F)F)c2)=NO1 (configuration not stated),/,/,/,1%[9.22 µM],-1.6%,-16%,10%
CCCCC(=O)NC(=O)NC(c1ccccc1)c1ccccc1,/,/,/,9%[9.22 µM],-1.7%,?,8%
Nc1nc(CN2CCN(c3ccccc3F)CC2)nc(Nc2ccc3c(c2)OCCO3)n1,-6%,-7%,-13%[38.3 µM],29%,0.0%,-8%[46.1 µM],-23%
O=C(CNC(=S)NC(=O)c1ccc(Br)o1)c1ccccc1,-2%,?,4%,-3%,6.4%,-30%,7%
O=C1SCC(c2ccc(Cl)cc2Cl)=NN1Cc1nnc(-c2ccccc2)o1,-2%,?,10%,?,0.0%,6%,13%

Among those listed so far, 2 contain an aryl thioether with sulfur outside any ring.
SMILES,Luc counter,Lamin A splicing,IMPase Li cell,HTT aggregate,Epigenetic derep,NPSR antag,CBFb RUNX1 block
CCn1c(=O)cc(SCC(=O)Nc2cccnc2)c2ccccc21,2%,-22%,-22%[38.3 µM],-1%,-13%,-1%[46.1 µM],3%
Cc1cc(NC(=O)CSc2nnc(-c3ccncc3)n2N)ccc1Br,-1%,3%,-2%[38.3 µM],-13%,-0.1%,3%[46.1 µM],8%

Further results follow:
SMILES,Luc counter,Lamin A splicing,IMPase Li cell,HTT aggregate,Epigenetic derep,NPSR antag,CBFb RUNX1 block
CN1CCN(C(=O)c2cc(Oc3c(F)c(F)c(F)c(F)c3F)cc(C(=O)N3CCN(C)CC3)c2)CC1,0%,-22%[46 µM],3%,5%,3.4%,14%,14%
Cc1c(NC(=S)NNC(=O)CCC(=O)O)c(=O)n(-c2ccccc2)n1C,/,/,/,-25%[9.22 µM],0.0%,18%,3%
Cc1ccc(S(N)(=O)=O)c(C)c1N1CCCC1=O,2%,?,4%,-9%[9.22 µM],0.1%,-1%,-7%
Cc1cccc(OCC(O)Cn2c(NCCCOC(C)C)nc3c2c(=O)[nH]c(=O)n3C)c1 (configuration not stated),-3%,2%,-22%[38.3 µM],12%,-1.1%,0%[46.1 µM],7%
O=C(Nc1ccccc1)OC1C2CCC1C(N1CCCCC1)CC2 (configuration not stated),-5%,6%,-8%[38.3 µM],7%,-1.7%,-23%[46.1 µM],9%
CCCn1c(N)c(C(=O)CSc2nnc(C)n2Cc2ccccc2)c(=O)n(C)c1=O,18%,4%,6%[38.3 µM],1%,0.7%,-4%[46.1 µM],3%
CN(c1ccc(C(=O)Nc2ccccn2)cc1)S(=O)(=O)c1ccccc1,1%,22%[46 µM],13%,-1%[9.22 µM],1.3%,2%,-2%
CN1CCN(CCC(=O)N/N=C/C=C2\N(C)c3ccccc3C2(C)C)CC1,6%,0%[46 µM],12%,10%,2.3%,-22%,-6%
CCCC(=O)OCCNc1cc(Sc2nccn2C)c2nonc2c1[N+](=O)[O-],1%,-19%,21%,11µM*,-1.8%,10µM*,-13%
CC1(C)NC(=O)N(CC(O)COc2ccc(-c3ccccc3)cc2)C1=O (configuration not stated),1%,-12%,5%,-1%,0.0%,-4%[46.1 µM],7%
CC12CCC(=O)N1c1ccccc1C(=O)N2c1ccccc1 (configuration not stated),0%,-5%,19%[38.3 µM],-32%,0.0%,27%[46.1 µM],12%
COc1ccc(/C=C2\S/C(=N/S(=O)(=O)c3cccs3)NC2=O)cc1,2%,-17%[46 µM],7%,1%,-0.1%,-43%,-7%
COc1cccc(NC(=O)N(CCN(C)C)C(C)c2cccnc2)c1 (configuration not stated),/,/,/,-5%[9.22 µM],0.0%,9%,5%
C/C(N)=C(/C#N)C(=O)COC(=O)CCS(=O)(=O)c1ccccc1,-2%,-12%,25%[38.3 µM],-4%,0.7%,-4%[46.1 µM],1%
COc1ccc(C2/C=C\CN(C(=O)Oc3ccccc3)CC(=O)N2Cc2ccc(F)cc2)cc1 (configuration not stated),/,/,/,-23%[9.22 µM],0.0%,-29%,9%&15%
C=CCn1cc(C(=O)c2cc(Br)ccc2O)cc(C#N)c1=O,/,/,/,1%[9.22 µM],3.8%,-11%,10%
CCOC(=O)C1=C(CS(=O)(=O)c2ccccc2)NC(=O)NC1c1cccc(OC)c1 (configuration not stated),0%,-10%[9.22 µM],-6%,12%,6.5%,15%,10%
CC1=C(/C=C/C(C)=C/C=C/C(C)=C/C=C/C=C(C)/C=C/C=C(C)/C=C/C2=C(C)C(=O)CCC2(C)C)C(C)(C)CCC1=O,-6%,-10%,4%,4%,2.8%,/,/
Cc1cccc(NC(=S)NC(C)C(c2ccccc2)N2CCN(C)CC2)c1C (configuration not stated),4%,-18%[46 µM],-2%,7%,2.6%,-4%,-9%
COCc1cc(C)n(CC(=O)N2CCCC2)c(=O)c1C#N,0%,/,-4%,12%,1.2%,13%,13%
COc1cc(C(CC(=O)N2CCCC2)c2c(OC)cc(OC)c3ccc(=O)oc23)cc(OC)c1OC (configuration not stated),/,/,/,-10%[9.22 µM],0.0%,7%,5%&3%
CC1(C)CC(=O)C(C=NCCCN2CCCC2=O)=C(O)C1,-5%,1%,10%[38.3 µM],0%,-0.9%,3%[46.1 µM],-1%
COc1ccc(Cc2nnc(SCC(=O)Nc3nc(C)cs3)o2)cc1,3%,4%,12%[38.3 µM],-2%,-1.0%,-8%[46.1 µM],5%
COc1cc(C2CC(=O)Oc3ccc(C(C)(C)C)cc32)cc(OC)c1OC (configuration not stated),2%[39.9 µM],/,18%,/,2.9%,/,27%[89.1 µM]
COC(=O)Cn1cnc2c1c(=O)n(C)c(=O)n2C,1%,-5%,5%,10%,0.0%,5%,-6%
Cc1cc(C(C)(C)C)oc1C(=O)OCC(=O)NC1CCCCC1,-2%,/,21%,22%,-0.4%,-22%,13%
CC(C)Cn1cc(C(=O)NCCCOC(C)C)c2c3ccccc3n(C)c2c1=O,-5%,13%,27%[38.3 µM],-5%,0.3%,-5%[46.1 µM],-1%
C(=N\n1cnnc1SCc1ccccc1)/c1ccco1,1%,11%,-12%[38.3 µM],11%,1.0%,-6%[46.1 µM],-1%
CCN(CC)CCn1c(OC)cc(=O)[nH]c1=O,-2%,-10%,22%[38.3 µM],3%,-3.2%,-2%[46.1 µM],19%
CCOC(=O)c1ccc(NC(=S)NN2CCOCC2)cc1,-6%,-5%,-4%,29%,0.0%,15%,7%
C=CCSc1nc(=O)n2cccc(C)c2n1,-2%,-5%,10%[38.3 µM],-21%,0.9%,9%[46.1 µM],13%
